# High-throughput results from PubChem BioAssay.
# NFkB transloc pot: enhances IL-1B driven NFkB nuclear translocation | HUVEC IL-1B NFkB p65 nuclear translocation imaging | activation, % at 2 µM | 94,000 tested, 0.3% active | AID 819;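 active = activation above 40%, about the mean plus 3 SD, also judged a hit on visual image review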;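 note: percent activation is computed from the nuclear over cytoplasmic p65 intensity ratio; values of inactives mirror those of a sister screen read the other way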
# IL1B NFkB inh: blocks IL-1B driven NFkB nuclear translocation in HUVEC cells | inhibition, % at 2 µM | HUVEC IL-1B NFkB p65 nuclear translocation imaging | 94,000 tested, 0.43% active | AID 796;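 active = inhibition above about 30% together with a positive call from visual inspection of the well image, limit read from the data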;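 note: nuclear over cytoplasmic p65 intensity ratio measured by imaging; 0% = IL-1B stimulated DMSO wells and 100% = unstimulated DMSO wells; values of inactives mirror those of a sister screen read the other way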
# PLAP inhibitors HTS: inhibition of human placental alkaline phosphatase – biochemical, luminescence, HTS (AID 690); inhibition, % at 20 µM; hits with a dose series show IC50 in µM; 96,000 tested, 0.08% active; purified PLAP, luminescent substrate; higher % means a stronger effect; in the data active = a potency from the dose series; inactive = the rest, 99 in 100 with inhibition below about 30%; note: strong numbers were not always called active
# Bcl-B TR3 displacers: displacers of TR3 peptide from Bcl-B, primary screen, selectivity assay for Bfl-1 inhibitor project, biochemical, fluorescence polarization; FP displacement of FITC-TR3 peptide from Bcl-B; higher % means a stronger effect; 96,000 tested, 0.11% active; one-dose displacement, % at 20 µM; IC50 in µM for titrated hits;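 active = displacement above 50% at 20 µM plus a fluorescence interference ratio under 1.5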;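 note: plate controls were wells without compound for no effect and wells lacking Bcl-B protein for full effect; a part of the inactive calls stands beside numbers as strong as those of hits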
# MRP resist rev: MRP-mediated drug resistance reversal. differential viability (reversal), % at 10 µM. 85,000 tested, 0.04% active. H69AR cells + 2 uM doxorubicin, CellTiter-Glo, 72 h;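 active = viability drop by adding the cancer drug above about 55%, with treated viability meeting a 40% cutoff, limit read from the data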;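 note: viability without doxorubicin minus viability with 2 µM doxorubicin for each compound; larger differential means the compound sensitizes cells more to doxorubicin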
# MRP resist rev cytotoxicity: recorded beside MRP resist rev, whose call it bears; viability, %; H69AR cells, CellTiter-Glo, 72 h; measured here: cytotoxicity without doxorubicin
# MRP resist rev with doxorubicin: recorded beside MRP resist rev, whose call it bears; viability, %; measured here: viability with 2 uM doxorubicin; active compounds read low
# IL1B NFkB inh cell count 2 µM: recorded beside IL1B NFkB inh, whose call it bears; cell count; measured here: cells passing quality filter;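 raw number of nuclei counted in each imaged well without normalization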
# NFkB transloc pot cell count 2 µM: recorded beside NFkB transloc pot, whose call it bears; cell count; measured here: cells passing quality filter
# * marks the source's active call; other numbers are inactive results; . = not tested or not shown. An excerpt (hit frequency here may not be typical).
1: CN(C)C1NC(=O)c2cc(-c3ccccc3)sc2N1 (centres undefined)
2: COC(=O)c1ccc(NC(C)=O)o1
3: Cc1ccc(NC(=O)Nc2sc(=S)n(C)c2C)cc1
4: CCOc1ccccc1Nc1nnc(SCC(=O)N2CCCC2)s1
5: CCCc1cc(=O)[nH]c(SCC(=O)N(CC)Cc2ccccc2)n1
6: CCN(CC)c1cc(C(F)(F)F)nc(-c2ccccn2)n1
7: CC1CN(C(=O)CN2C(=O)NC(C)(c3ccccc3)C2=O)CC(C)O1 (centres undefined)
8: CCC(=O)N1CCN(c2ccccc2NC(=O)COc2cccc(C)c2)CC1
9: CCn1c(=O)cc(SCC(=O)NCc2ccc(C)cc2)c2ccccc21
10: Cc1nc(CCN2C(=O)c3ccccc3C2=O)cs1

assay / entry	1	2	3	4	5	6	7	8	9	10
NFkB transloc pot	13.0	-13.5	19.7	14.2	14.6	12.6	.	30.4	1.9	5.0
NFkB transloc pot cell count 2 µM	83	137	184	172	164	131	.	146	156	127
IL1B NFkB inh	-13.0	13.5	-19.7	-14.2	-14.6	-12.6	.	-30.4	-2.0	-5.0
IL1B NFkB inh cell count 2 µM	83	137	184	172	164	131	.	146	156	127
PLAP inhibitors HTS	10.6%	-9.8%	20.6%	18.9%	-12.6%	5.7%	-15.8%	-49.1%	-17.9%	1.5%
Bcl-B TR3 displacers	9.4%	1.9%	-15.5%	-2.4%	0.5%	3.5%	2.9%	11.2%	0.4%	3.6%
MRP resist rev	.	.	-10.3	9.3	16.6	.	8.4	-8.2	19.6	.
MRP resist rev cytotoxicity	.	.	72.0	84.7	93.1	.	95.8	61.0	99.8	.
MRP resist rev with doxorubicin	.	.	82.3	75.5	76.5	.	87.4	69.2	80.3	.

# Laid out differently: entries from further up.
No.	SMILES	NFkB transloc pot	NFkB transloc pot cell count 2 µM	IL1B NFkB inh	IL1B NFkB inh cell count 2 µM	PLAP inhibitors HTS	Bcl-B TR3 displacers	MRP resist rev	MRP resist rev cytotoxicity	MRP resist rev with doxorubicin
4	CCOc1ccccc1Nc1nnc(SCC(=O)N2CCCC2)s1	14.2	172	-14.2	172	18.9%	-2.4%	9.3	84.7	75.5
5	CCCc1cc(=O)[nH]c(SCC(=O)N(CC)Cc2ccccc2)n1	14.6	164	-14.6	164	-12.6%	0.5%	16.6	93.1	76.5
6	CCN(CC)c1cc(C(F)(F)F)nc(-c2ccccn2)n1	12.6	131	-12.6	131	5.7%	3.5%	.	.	.
7	CC1CN(C(=O)CN2C(=O)NC(C)(c3ccccc3)C2=O)CC(C)O1 (centres undefined)	.	.	.	.	-15.8%	2.9%	8.4	95.8	87.4
8	CCC(=O)N1CCN(c2ccccc2NC(=O)COc2cccc(C)c2)CC1	30.4	146	-30.4	146	-49.1%	11.2%	-8.2	61.0	69.2
9	CCn1c(=O)cc(SCC(=O)NCc2ccc(C)cc2)c2ccccc21	1.9	156	-2.0	156	-17.9%	0.4%	19.6	99.8	80.3
10	Cc1nc(CCN2C(=O)c3ccccc3C2=O)cs1	5.0	127	-5.0	127	1.5%	3.6%	.	.	.
